Bioassay records: PubChem BioAssay, several laboratories
SDO1 yeast rescue – compounds rescuing growth of sdo1-depleted yeast, bone marrow failure model. S. cerevisiae sdo1-depleted JHY4D growth rescue, OD600 30 h; hits give high values; pdr5 snq2 efflux-pump mutant strain. z-score at 10 µM. 140,000 tested, 0.21% active;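 active = z-score above 3 at both the 24 hr and the 30 hr optical density reads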;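 note: z-score against mean and SD of all compound wells on the same plate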
Insulin prom inh – TRM-6 insulin promoter activity inhibition; AID 1273; 130,000 tested, 0.9% active; inhibition, % at 2 µM; TRM-6 cells (human fetal islet line), insulin promoter-eGFP reporter, imaging; reporter expression induced with tamoxifen;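 active = inhibition above the mean plus 3 SD, with well images judged a real hit on visual review, cut at about 60% in these data, passing the limit was not always enough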
SDO1 yeast rescue Rescue 24 h – also measured in SDO1 yeast rescue; calls as there; z-score; S. cerevisiae sdo1-depleted JHY4D growth rescue, OD600; measured here: growth rescue at 24 h;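 0 is the plate mean of compound wells and units are plate SD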
* = called active by the depositor; i = inactive; / = no result given; [ ] = remark or other dose. Only part of the results is shown; rates above refer to the full screens.

Insulin prom inh,SDO1 yeast rescue Rescue 24 h,SDO1 yeast rescue,smiles
-19,0.62,0.46,CCN1C(=O)S/C(=C/c2ccsc2)C1=O
/,-0.73,-0.12,CCCn1c(SCC(=O)c2ccc(OC)c(OC)c2)nc2c1c(=O)n(C)c(=O)n2C
14,0.55,-0.7,Cc1ccc(-c2nc(C3CCN(S(=O)(=O)c4ccc(C(F)(F)F)cc4)CC3)no2)cc1
-21,/,/,N#CCCn1cc(/C=N/NC(N)=S)c(-c2ccc(Br)cc2)n1
-15,0.79,-0.16,COc1ccc(C2CC(c3cccs3)=NN2C(=O)CSc2nc3c(cnn3-c3ccccc3)c(=O)[nH]2)cc1 (stereo not given)
9,1.2,0.93,CCOC(=O)CNc1ccc2c(c1)OCO2
-48,0.85,0.24,CCOC(=O)c1c(-c2ccc(F)cc2)cn2ccccc12
/,-0.07,-0.09,O=C(NCc1ccc2c(c1)OCO2)C1CCCN(S(=O)(=O)c2cccc3cccnc23)C1 (stereo not given)
/,-0.44,-1.2,CCOC(=O)/C=c1\s/c(=C\c2ccccc2C)c(=O)n1CC(=O)NCc1ccc2c(c1)OCO2
-83,0.11,-0.68,O=C(N/C=N/OCc1ccc(Cl)cc1Cl)NOCc1ncc(C(F)(F)F)cc1Cl
26,0.67,0.03,COc1ccc(OC)c(S(=O)(=O)Nc2cccc(C(C)=O)c2)c1
18,-0.42,-1.1,O=C(Nc1ncc(S(=O)(=O)c2ccc([N+](=O)[O-])cc2)s1)c1ccc2ccccc2c1
7,/,/,Cc1ccc(C(CC(=O)NCc2ccco2)c2ccc(OC(C)C)cc2)cc1 (stereo not given)
-13,-1.5,-1.5,C=CCSc1nc(Oc2ccccc2)c2sccc2n1
-21,-1.5,0.11,Cc1cccc(N(CC(=O)Nc2ccc(F)cc2)S(C)(=O)=O)c1

A second format for five compounds above:
Below each compound: Insulin prom inh | SDO1 yeast rescue Rescue 24 h | SDO1 yeast rescue
O=C(N/C=N/OCc1ccc(Cl)cc1Cl)NOCc1ncc(C(F)(F)F)cc1Cl
→ -83 | 0.11 | -0.68
COc1ccc(OC)c(S(=O)(=O)Nc2cccc(C(C)=O)c2)c1
→ 26 | 0.67 | 0.03
O=C(Nc1ncc(S(=O)(=O)c2ccc([N+](=O)[O-])cc2)s1)c1ccc2ccccc2c1
→ 18 | -0.42 | -1.1
Cc1ccc(C(CC(=O)NCc2ccco2)c2ccc(OC(C)C)cc2)cc1 (stereo not given)
→ 7 | / | /
C=CCSc1nc(Oc2ccccc2)c2sccc2n1
→ -13 | -1.5 | -1.5

(more compounds)
Insulin prom inh,SDO1 yeast rescue Rescue 24 h,SDO1 yeast rescue,smiles
37,/,/,N#CCC(=O)NNC(=S)Nc1ccccc1C(F)(F)F
0,0.02,0.08,CCOc1ccc2nc(/N=C/c3nc(-c4ccccc4)oc3O)sc2c1
19,-0.48,-0.77,COc1ccc(NC(=S)NCCCN2CCN(C3CCCCC3)CC2)cc1
-19,/,/,CCN(CC)c1ccc(C2C(C(C)=O)C(=O)CC(C)(O)C2C(C)=O)cc1 (stereo not given)
8,0.78,0.91,Cc1ccc(C(=O)O/N=C/c2ccc3c(c2)OCO3)cc1
-23,-0.55,-0.26,Cc1cc(-c2n[nH]c(=S)n2-c2ccccc2C)cs1
-10,-0.6,-0.12,COc1ccc([N+](=O)[O-])cc1/C=N/NC(=O)/C(=C\c1cccs1)NC(=O)c1ccccc1
/,0.02,-0.22,CC(C)N1C(=O)CN(C2CCCCCC2)C(=O)C1c1ccccc1F (stereo not given)
32,2.2,1.6,CON(C)c1nc(OCC#N)nc(N(C)C)n1
29,1.3,1.6,CCCCn1c(SCC(=O)NCc2ccco2)nc2c1c(=O)n(C)c(=O)n2C
-33,/,/,Cc1cccn2c(=O)c3cc(C(=O)N4COCC4(C)C)sc3nc12
/,0.24,0.73,CC(C)(C)c1ccc(NC(=O)COC(=O)CCc2nc3ccccc3c(=O)[nH]2)cc1
-1,2.6,2.1,CC(NC(=O)Nc1ccccc1C(F)(F)F)C1CCCO1 (stereo not given)
-9,/,/,CN1CCN(NC(=O)c2cn(-c3ccccc3)nc2-c2cccs2)CC1
6,-0.15,-0.33,CCOc1ccc2[nH]c(=O)c(CN(Cc3ccc(C)cc3)C(=O)N3CCCC3)cc2c1
-32,-0.45,-0.37,COc1cc(C(=O)NCc2nnc(SCC(=O)N3CCCCC3)o2)cc(OC)c1OC
3,-0.5,-0.74,Cc1ccccc1Cn1ccc(-c2ccc(Cl)cc2)c(C#N)c1=O
-11,0.73,1.7,O=C(NCc1cccnc1)c1cccnc1Sc1ccc(Cl)cc1
/,-1.4,-1.2,CCOC(=O)C1=C(N2CCCCC2)c2cc3c(n2C1=O)CCCC3
35,-1.1,-1.4,CC(C)(C)C1CCc2c(sc(NC(=O)c3ccncc3)c2C(N)=O)C1 (stereo not given)
9,-0.69,-1.1,CC1=C(C#N)C(c2cn(-c3ccccc3)nc2-c2cccs2)C(C#N)=C(C)N1
/,-0.73,-0.63,CCOc1ccc(CCNC(=O)c2oc3c(c2C)-c2[nH]ncc2CC3)cc1OCC
5,/,/,COc1ccc(C(CNC(=O)c2ccc(S(=O)(=O)N(C)C)cc2)N(C)C)cc1 (stereo not given)
-12,0.21,0.59,Cn1c(N)c(C(=O)NCc2ccccc2)sc1=S
/,-0.66,-0.08,CC(C)C1=NN(C(=O)c2ccccc2)C(O)(C(C)(C)C)C1 (stereo not given)
/,-0.82,-0.39,COc1ccc(N(CC(=O)Nc2cc(C)ccc2OC)S(=O)(=O)c2c(C)noc2C)cc1
-407,/,/,CN1/C(=C\C(=O)C[n+]2ccc3ccccc3c2)C(C)(C)c2ccccc21
9,/,/,COc1ccc(CCNC(=O)[C@@H](NC(N)=O)C(C)C)cc1
29,0.54,-1.2,Clc1ccc(CN=C2Nc3ccccc3CS2)cc1
-11,0.39,-0.01,CN1C(=O)/C(=C2\SC(=S)N(CC3CCCO3)C2=O)c2ccccc21 (stereo not given)
61,4.2,2.8,O=C(O)C1C2C=CC(C2)C1C(=O)NCc1cccnc1 (stereo not given)
-14,0.94,0.77,CCOC(=O)c1c(C)nc2sc3c(=O)n(-c4ccc(C(C)=O)cc4)cnc3c2c1-c1ccc(Cl)cc1
-35,-0.63,-0.66,Cc1cc(=O)oc2c3c4c(cc12)OCCN4CCC3
/,-0.22,-0.31,CCCCNC(=O)Cn1c(=O)oc2cc(S(=O)(=O)N3CC(C)CC(C)C3)ccc21 (stereo not given)
36,-0.11,1.4,O=C(Cc1ccc(-n2c(=O)[nH]c3ccccc3c2=O)cc1)N1CCN(c2cccc(Cl)c2)CC1
-21,-0.63,-0.66,Cc1cc2c(c(SCC(=O)N(C)c3ccccc3)n1)C(=O)OC2
52,0.49,1.2,COc1ccc(CCNC(=O)C(=O)Nc2nccs2)cc1OC
17,/,/,Cn1c(SCC(=O)NNC(=O)c2ccc(Br)cc2)nnc1-c1cccnc1
37,-1.3,-1.3,CCc1cccc(CC)c1NC(=O)COC(=O)c1ccccc1-c1nc2ccccc2s1
-314,0.68,0.23,COc1ccc(CC(=O)N2CCC(Nc3nc4ccccc4n3Cc3ccc(F)cc3)CC2)cc1
29,-1.5,-1.8,CCOC(=O)C(C)Sc1nc2c(cnn2-c2ccc(C)cc2)c(=O)[nH]1 (stereo not given)
-26,/,/,CCCCC(=O)Nc1ncc([N+](=O)[O-])s1
-21,-0.79,1.2,CCc1ccc(C(=O)/C=C2\Sc3ccccc3NC2=O)cc1
64,/,/,O=C(COc1ccc([N+](=O)[O-])cc1)NNC(=S)NC(=O)c1ccc(Br)cc1
-6,-1.7,-0.78,O=C(NCc1ccccc1)C1CCN(C(=O)NCc2ccccc2)CC1

Sorted by length of the SMILES (descending): 3 of the compounds above
Insulin prom inh,SDO1 yeast rescue Rescue 24 h,SDO1 yeast rescue,smiles
37,-1.3,-1.3,CCc1cccc(CC)c1NC(=O)COC(=O)c1ccccc1-c1nc2ccccc2s1
17,/,/,Cn1c(SCC(=O)NNC(=O)c2ccc(Br)cc2)nnc1-c1cccnc1
-26,/,/,CCCCC(=O)Nc1ncc([N+](=O)[O-])s1

Remaining list, next part.
Insulin prom inh,SDO1 yeast rescue Rescue 24 h,SDO1 yeast rescue,smiles
3,-1.9,-1.1,COc1ccc(CCC(=O)NCCCNC(=O)CCc2ccc(OC)cc2)cc1
2,-0.08,-0.04,O=C1CC(c2ccccc2)CC(=O)C1Sc1ccc(Cl)cc1 (stereo not given)
i,0.84,1.7,CN(C)c1ccnc2sc3c(=O)n(-c4ccccc4)cnc3c12
-12,1.1,0.89,CCCn1nnc(NC(=O)COc2ccccc2Cl)n1
/,-0.34,-0.74,CN1CCN(S(=O)(=O)c2cccc(C(=O)Nc3sc4c(c3C(N)=O)CCCC4)c2)CC1
-169,-0.32,-1.5,C=CCc1c(C)nc(-c2ccccc2)nc1Nc1ccc(O)cc1
32,0.37,0.68,CC12CCCc3c(O)cc(=O)n(c31)-c1ccccc12 (stereo not given)
/,0.04,0.37,CCCS(=O)(=O)N1CCN(C(=O)c2cccc(OC)c2)CC1
30,-0.25,0.33,CS(=O)(=O)N1CCN(C(=O)c2csc3ccccc23)CC1
-45,/,/,C/C(N)=C(/C#N)C(=O)CSc1nc2scc(-c3ccccc3)c2c(=O)n1C
14,0.7,0.99,O=C(O)/C(=C/c1cccnc1)NC(=O)c1ccccc1
45,/,/,COc1ccc(C(=O)COC(=O)CCC(=O)c2cccs2)cc1
/,0.32,0.42,C=CCOc1cccc(C2C(C(=O)c3ccc(C)o3)=C(O)C(=O)N2Cc2ccncc2)c1 (stereo not given)
24,0.83,1.1,CCn1cc(C(=O)O)c(=O)c2cc3c(cc21)OCO3
14,0.49,0.28,COc1ccccc1C1CC(c2ccccc2)Nc2ncnn21 (stereo not given)
-37,-0.19,-1.2,COc1ccc(C(C)=O)cc1CSc1nnc(-c2ccccc2O)n1-c1ccccc1
-7,2.1,1.6,O=C(NCc1ccco1)C1CCCN1C(=O)NCc1ccccc1 (stereo not given)
/,0.6,0.47,Cn1c(C(=O)N2CCCC(C(=O)NCc3cccs3)C2)cc2sccc21 (stereo not given)
-44,/,/,O=S(=O)(Cc1ccccc1)Nc1ccc(Br)cn1
18,/,/,S=c1nc(-c2csc3c2CCCC3)[nH][nH]1
-14,-0.04,-0.59,COc1cc(/C=N/n2c(C)n[nH]c2=S)ccc1OCc1ccc(F)cc1
-25,-0.96,-0.66,CC1(O)c2ccccc2C(=O)N1CCc1ccccc1F (stereo not given)
/,0.43,0.03,O=C(Cn1nc(Cc2cccnc2)c2ccccc2c1=O)NCC1COc2ccccc2O1 (stereo not given)
39,-0.23,0.08,O=C(CCCCCN1C(=O)c2ccccc2C1=O)Nc1nccs1
/,1,-0.14,CCSc1nnc(NC(=O)c2cc3c(s2)CCCC3)s1
/,-0.79,-0.84,O=C(Nc1cc(Oc2ccccc2)cc([N+](=O)[O-])c1)C12CC3CC(C1)CC(n1cnc(Cl)n1)(C3)C2
19,-0.21,0.21,CN(C)CCCOc1ccc2c(c1)Sc1ccccc1CC2=O
0,-0.41,0.3,O=C(NCc1ccc(Cl)cc1Cl)c1ccc2nc[nH]c2c1
30,-0.34,0.27,COC(=O)CN1C(=O)C(O)(CC(=O)c2ccc(C)cc2)c2ccccc21 (stereo not given)
-5,0.1,0.36[12.5 µM],CC1(C)CC(=NOC(=O)c2ccccc2)CC(C)(C)N1

Laid out differently: entries from further up.
canonical_smiles,Insulin prom inh,SDO1 yeast rescue Rescue 24 h,SDO1 yeast rescue
CN(C)CCCOc1ccc2c(c1)Sc1ccccc1CC2=O,19,-0.21,0.21
O=C(NCc1ccco1)C1CCCN1C(=O)NCc1ccccc1 (stereo not given),-7,2.1,1.6
O=C(Cn1nc(Cc2cccnc2)c2ccccc2c1=O)NCC1COc2ccccc2O1 (stereo not given),/,0.43,0.03

The results go on:
Insulin prom inh,SDO1 yeast rescue Rescue 24 h,SDO1 yeast rescue,smiles
15,-1.2,-1.9,Cc1nn(Cc2ccccc2Cl)c2sc(C(=O)OC3CCCC3=O)cc12 (stereo not given)
-151,0.4,-0.53,CCOc1ccc(-n2c(N)c(C(=O)NCc3ccco3)c3nc4ccccc4nc32)cc1
-9,/,/,Cc1ccc(C)c(SCC(=O)Nc2cccnc2Cl)c1
12,-0.64,-0.04,CSCCC(NC(=O)C1CC1)c1nc2ccccc2[nH]1 (stereo not given)
-140,0.51,0.22,c1ccc2c(c1)OC(CCCN1CCCCC1)c1ccccc1S2 (stereo not given)
-59,0.97,0.42,CCN1CC(C)C(O)(c2ccccc2)CC1C (stereo not given)
-33,-0.66,-1.3,Cc1ccc(NC(=O)c2ccccc2NC(=O)Cc2ccccc2)cc1
/,-0.52,0.39,O=C(NCCN1C(=O)C2C3C=CC(C3)C2C1=O)Nc1cccnc1 (stereo not given)
17,-0.08,0.14,CC(C)/C=N/NC(=O)c1ccc(Cl)cc1
3,-1.2,-1,Cc1[nH]n(-c2ccccc2)c(=O)c1/C=N/N(C)c1ccccc1
45,-0.36,-0.25,c1ccc2c(-c3ccncc3)c[nH]c2c1
27,/,/,Cc1cc(C)n2nc(C(=O)N3CCN(Cc4ccc5c(c4)OCO5)CC3)nc2n1
34,-0.23,0,CC(=N\Nc1ccccc1)/C(=N/O)C(=O)Nc1ccccc1
/,0.19,0.88,COc1ccc(C(C)=O)cc1COC(=O)c1c(C)noc1C
-31,-0.23,0.22,C/C(N)=C(/C#N)C(=O)CSc1nnc(Nc2cccc(C)c2)s1
50,-1.4,-1.1,CCN(CC)C(=O)c1ccc(-c2ccccc2)cc1
/,0.89,1.3,CS(=O)(=O)c1ccc(C(=O)NC2CCOC2=O)cc1 (stereo not given)
